Cav32 inh: human Cav3.2 channel inhibition, primary screen; 100,000 tested, 4% active; B-score at 10 µM; Cav3.2-expressing cells, Fluo-4 calcium fluorescence FDSS; hits give low values;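 active = single-dose well whose peak fluorescence ratio is a statistical outlier from its plate by either plate-standardised score or position-corrected B-score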
* marks the source's active call; other numbers are inactive results.

SMILES	Cav32 inh
CCCCCc1cc(=O)oc2c(C(CCN3CCCC3)c3ccc(N(C)C)cc3)c(OC)cc(OC)c12 (stereo not given)	-2.3
CCOC(=O)c1cc(OC(=O)c2ccccc2OC)n(-c2ccccc2)n1	0.52
O=C(Cn1cnc2c(nnn2Cc2ccc(Cl)cc2)c1=O)N1CCCc2ccccc21	0.16
COc1ccc(S(=O)(=O)N2CCCCC2)cc1	-0.77
Cc1cc(C)nc(SCC(=O)c2ccc(O)cc2O)n1	0.015
Cc1ccccc1C(=O)Nc1ccccc1-n1cccc1	0.095
N#Cc1c(NC(=O)CSc2n[nH]c(N)n2)oc(-c2ccccc2)c1-c1ccccc1	-3.6
CCC(=O)N(C)C(c1ccccc1Cl)c1nnnn1-c1c(C)cccc1C (stereo not given)	-0.067
Cc1ccc2c(Cl)c(C(=O)NCc3cccnc3)sc2c1	0.33
Cn1c(=O)c2c(nc(CN3CCN(Cc4ccccc4)CC3)n2Cc2ccccc2)n(C)c1=O	1.6
O=C(NCCN1CCOCC1)C1CCC(=O)N1C1CCCCC1 (stereo not given)	-1.3
CCC(C)c1ccc(O)c(NC(=O)c2cncc(Br)c2)c1 (stereo not given)	-2.4
COC(=O)c1ccc(CN(C)S(=O)(=O)c2ccc(C)cc2)o1	-0.31
COc1ccccc1N1CCN(C(CNC(=O)C2CCCCC2)c2cccnc2)CC1 (stereo not given)	0.77
O=C(NNc1cccc(Cl)n1)Nc1ccc(Cl)cc1	-0.0087
O=C(c1cccc(S(=O)(=O)N2CCCC2)c1)c1cccc(S(=O)(=O)N2CCCC2)c1	1.5
COc1ccc(C(=O)N2CCN(Cc3cc(OC)c(O)c(OC)c3)CC2)cc1OC	-0.36
C=C(C)c1cccc(C(C)(C)NC(=O)Nc2cc(C)ccc2OC)c1	0.23
CCOc1ccc(N=C2NC(=O)S/C2=C\c2ccc(Cl)cc2)cc1	0.043
COC(=O)C1(C(F)(F)F)N=C2Sc3ccccc3N2C(N2CCOCC2)=N1 (stereo not given)	2
N=c1c2c3c(sc2ncn1CCN1CCOCC1)CCCC3	0.73
Cc1ccc(NC(=S)c2nc3ccccc3s2)cc1	0.38
Cc1ccc(CCP(=O)(O)CN2CCOCC2)cn1	0.8
CC1(C)OC(=O)N(CCc2ccccc2)C1(C)O (stereo not given)	1.2
CCCCCCSC1=C(C#N)C(=O)NC2(CCCCC2)S1	-0.32
COc1ccc(C(=O)N(c2ccccc2)C2C=CS(=O)(=O)C2)cc1 (stereo not given)	1.5
Cn1c(=O)c(C(=O)NCCO)c(O)c2ccccc21	-0.11
COC(=O)c1cn(C)c2ccc(S(=O)(=O)N3CCCC3)cc2c1=O	1
COc1cccc(Nc2nc3ccccc3n3nnnc23)c1	-1.2
C/C(=N\Nc1cc(Cl)nc(C)n1)c1ccccc1	-0.6
Cc1ccc(OCCSc2nnc(-c3ccncc3)n2C)cc1	0.22
Nc1c(-c2ccccc2)nc(Cl)nc1-c1ccccc1	0.13
Cc1cc(C(=O)NCCCn2ccnc2)sc1-c1ccccc1	0.43
CC1=CC(C)(C)C(C(=O)O)C(C(=O)O)C1 (stereo not given)	-0.0066
COc1ccc(C(=O)Nc2cc3c(cc2C#N)OCO3)cc1S(=O)(=O)N1CCN(C)CC1	0.45
COc1ccc(C(=O)NC2CCCCCC2)cc1S(=O)(=O)Nc1ccc(Br)cc1	0.63
COc1cccc(CN(Cc2cccnc2)S(=O)(=O)c2ccc(-n3cnnn3)c(C)c2)c1OC	0.75
COc1ccc(OC)c(NC(=O)c2ccccc2SC)c1	0.071
Cc1cc(=O)n2nc(N3CCCC(C(=O)N4CCN(C)CC4)C3)sc2n1 (stereo not given)	0.62
O=C(CSc1nnc(Cn2c(=O)sc3ccccc32)n1-c1ccccc1)N1CCCCCC1	0.59
Cc1ccc(CN(C(=O)c2ccco2)C(C(=O)NC2CCCC2)c2ccc(N3CCOCC3)cc2)cc1 (stereo not given)	0.33
CC1(C)CC(=O)C2=C(C1)NC(=O)CC2c1cccc(F)c1 (stereo not given)	0.067
Cc1c(C(=O)O)sc(=S)n1CCOc1ccccc1	0.61
COc1cc([N+](=O)[O-])ccc1N/C=C/C(=O)c1cccs1	-0.82
Cc1ccc(C(C)C)c(OCC(=O)N2CCOCC2)c1	-0.1
Cc1ccc(-n2c(C)cc(C)c(C#N)c2=O)cc1Cl	1.2
Cc1cc(=O)[nH]c(-n2nc(C)cc2C)n1	0.62
C=CCc1ccccc1OCC(O)CN1CCN(c2ccccc2F)CC1 (stereo not given)	-2.4

Fetched one by one from the entries so far (five):
SMILES	Cav32 inh
Cc1c(C(=O)O)sc(=S)n1CCOc1ccccc1	0.61
Cc1ccc(C(C)C)c(OCC(=O)N2CCOCC2)c1	-0.1
CC1(C)CC(=O)C2=C(C1)NC(=O)CC2c1cccc(F)c1 (stereo not given)	0.067
C=CCc1ccccc1OCC(O)CN1CCN(c2ccccc2F)CC1 (stereo not given)	-2.4
COc1cc([N+](=O)[O-])ccc1N/C=C/C(=O)c1cccs1	-0.82

Next part.
SMILES	Cav32 inh
CC(=O)COc1ncn(-c2ccccc2)n1	-4.4*
Cc1ccc(N/C=C/C(=O)C(C)(C)C)c(O)c1	-0.74
CCN(CC)c1nc2ccccc2nc1C(C#N)C(=O)NCCCOC (stereo not given)	-2.5
Cc1ccc(S(=O)(=O)c2nc(C(C)(C)C)oc2N2CCOCC2)cc1	1.9
CCOc1cc2[nH]c(=O)n(CCC(=O)NCCc3ccc(OC)c(OC)c3)c(=O)c2cc1OCC	-0.31
CCCCOc1ccc(C(=O)N/C(=C\c2ccc(OC)cc2)C(=O)OCc2ccco2)cc1	-8.6*
CCc1c(C)nc2ncnn2c1N1CCC(C(=O)Nc2ccc(C)cc2)CC1	1.4
CNc1nc2sc3c(c2c(=O)n1C)CC(C)(C)SC3	1.2
O=C(Nc1n[nH]c(C2CCCCC2)n1)C1CCCCC1	0.0015
Clc1ccc(Cn2c(-c3cccnc3Cl)nc3ccccc32)cc1	-4
Oc1ccc(F)cc1-c1cc(-c2ccc3c(c2)OCCO3)n[nH]1	-0.24
Cc1cc(C)n(-c2ccc(C(=O)NC(C)C)cc2)n1	0.27
CC1(OC(=O)C2CCCC2)C(=O)C=C2C=C(c3ccsc3)N(C(CO)CO)C=C2C1=O (stereo not given)	0.61
O=C(CSc1nnc(SCc2ccc(Cl)cc2)s1)N1CCOCC1	0.3
Oc1ccccc1-c1nnc(-c2ccc(C(F)(F)F)cc2)o1	-0.14
COc1cccc(C2C3=C(CCCC3=O)Nc3nc(-c4cc(OC)c(OC)c(OC)c4)nn32)c1 (stereo not given)	0.84
COc1ncnc2sc(-c3ccccc3)cc12	-0.016
Nn1c(SCC(=O)NCc2ccc3c(c2)OCO3)nnc1C1CC1	-0.74
CC1(C)c2[nH]c3ccccc3c2C[C@@H]2C(=O)N(c3ccc(F)cc3F)C(=O)N21	0.054
Cc1ccc(S(=O)(=O)N2CCC(=O)N(C(COC(=O)Nc3ccccc3)Cc3ccccc3)CC2)cc1 (stereo not given)	-1.7
CC(O)(CS(=O)(=O)Cc1ccc(Cl)cc1)C(=O)Nc1cccc(C(F)(F)F)c1 (stereo not given)	-2.5
Nc1c(S(=O)(=O)c2ccccc2)nnn1-c1ccccc1	-0.31
CCn1c(SCC(=O)Nc2ccc(N3CCOCC3)c(Cl)c2)nnc1-c1ccc(N)cc1	-0.18
CCCC(=O)c1ccc(N2CCOCC2)c(F)c1	-0.48

Going on with the list.
SMILES	Cav32 inh
Cc1ccc(CC2CC(=O)N(CC(=O)O)C2=O)cc1 (stereo not given)	0.69
NC(=O)C1CCN(C(=O)c2cc(S(=O)(=O)N3CCOCC3)c(Cl)cc2Cl)CC1	0.34
CCc1sc(NC(=O)CN2CCOCC2)nc1-c1ccccc1	0.83
COC(=O)c1nn(-c2ccccc2)c(Sc2ccc(C)cc2)c1/C=N/O	0.14
CN(C)c1ncc(C(=O)O)cn1	-0.48
COc1ccc(/C=C(\C#N)C(=O)NCC2CCCO2)cc1OC (stereo not given)	-0.13
O=C(/C=C(\O)c1ccc(Cl)cc1)C(=O)NNC(=O)C(O)(c1ccccc1)c1ccccc1	-8.6*
CCOC(=O)c1c(-c2ccccc2)nc2ccc(C)cn12	-0.031
O=C(CN1CCOCC1)Nc1ncc(Cc2cccc3ccccc23)s1	-0.15
O=C(O)c1cc(-c2ccccc2)on1	0.11
O=C1/C(=C\c2ccccc2)CCc2c1[nH]c1ccccc21	0.18
Cc1ccc(C(=O)NC(=S)Nc2cccc3c(C)cc(C)nc23)cc1	-1
CCn1nnc(NC(=O)COc2cc(C)ccc2C(C)C)n1	0.099
CCCC[C@@H]1CNC(=S)N1CCCC	0.9
CN(C)S(=O)(=O)c1ccc2nc(NC(=O)c3cccnc3)sc2c1	-0.083
CCn1c(=O)cc(OCC(=O)N2CCN(C(=O)c3ccco3)CC2)c2ccccc21	1.1
C=CCn1c(CCC(=O)O)ccc1-c1ccccc1	-0.96
O=C(CN1C(=O)c2cccc3cccc1c23)NCc1ccncc1	-0.58
O=C(CSc1nnc2ccccn12)Nc1ccccc1C(=O)NC1CC1	-0.76
COCCn1c(C)cc(C2=NNC(=Nc3ccccc3)SC2)c1C	-2.1
CC(C)c1ccc2oc(-c3cc(N)ccc3O)nc2c1	0.72
CCC(CC)C(=O)Nc1cccc(/C(C)=N/NC(=O)c2c(Br)cnn2C)c1	-2.3
Cc1nc2ccccc2nc1OCC(=O)NCc1ccc2c(c1)OCO2	-0.12
CCc1ccc(CC)c(S(=O)(=O)Nc2ccc(C(=O)O)c(O)c2)c1	-0.88
COc1cccc(NC(=O)CSc2nnc(COc3ccc4c(c3)CCCC4)o2)c1	0.32
CCOC(=O)C1CCN(C(=O)c2ccc(Br)o2)CC1	-0.99
COc1cccc(-n2nnc3c(=O)n(C/C=C/c4ccccc4)cnc32)c1	-3.9
O=C(CSc1nnc(COc2ccc(Cl)cc2)n1Cc1ccco1)c1ccccc1F	-0.51
O=C(c1ccccc1Nc1ccc(SC(F)F)cc1)N1CCCCC1	-7*
CN(c1ccccc1)S(=O)(=O)c1cccc(NC(=O)Cn2cnc3ccccc3c2=O)c1	-7*
CCc1[nH]nc2c1C(c1ccsc1)C(C#N)=C(N)O2 (stereo not given)	1.2
OC(CN=c1sc2ccccc2n1CC(O)COc1ccccc1)COc1ccccc1 (stereo not given)	-0.23
Cc1ccc2c(C)c(C(=O)Nc3cccnc3)oc2c1	-3.7
Cn1c(=O)c2cc(S(=O)(=O)NCCC(=O)N3CC=C(c4ccccc4)CC3)ccc2n(C)c1=O	-0.36
CCCCCn1c(N2CCN(Cc3ccccc3)CC2)nc2c1c(=O)[nH]c(=O)n2C	-0.056
Clc1ccc(CN2C3=NCCN3c3ccccc32)cc1Cl	-1.3
CC1=C(C(=O)OC(C)C)C(c2ccco2)NC(=O)N1 (stereo not given)	-0.0068
O=C1CCc2cc(S(=O)(=O)NCCC(=O)NC3CCN(Cc4ccccc4)CC3)ccc2N1	-0.79
COC(=O)Cc1c(O)ccn(Cc2ccccc2OC)c1=O	1.7
Cc1ccc(NC(=O)c2cc(-c3ccc(C)o3)nc3ccccc23)nc1	-1.2
O=C(CCCc1nc(-c2ccccc2)no1)NCc1cccnc1	1.3
Cc1cc(Cl)cc(C)c1OCC(=O)O	0.44
O=C(c1cccs1)N1CCC(c2nc3ccccc3s2)CC1	0.0051
CCn1c(=O)cc(SCC(=O)NCC2CCCO2)c2ccccc21 (stereo not given)	0.37
CCOC(=O)c1nnn(-c2nonc2-n2cccc2)c1CN1CCCCC1	-1.7
O=C(O)CCC(=O)N1CCOc2ccc(Cl)cc21	0.47
CC1(C)CC(=O)C(=CN2CCN(C(=O)c3ccco3)CC2)C(=O)C1	-0.39
COc1ccc(CCNc2nc(N3CCCCC3)nc(N3CCCCC3)n2)cc1OC	-6.7*

An excerpt from above in order of the Cav32 inh value, high to low:
SMILES	Cav32 inh
Cc1ccc(CCP(=O)(O)CN2CCOCC2)cn1	0.8
C=C(C)c1cccc(C(C)(C)NC(=O)Nc2cc(C)ccc2OC)c1	0.23
Cc1ccccc1C(=O)Nc1ccccc1-n1cccc1	0.095
CCOc1ccc(N=C2NC(=O)S/C2=C\c2ccc(Cl)cc2)cc1	0.043
CCc1ccc(CC)c(S(=O)(=O)Nc2ccc(C(=O)O)c(O)c2)c1	-0.88

Later entries.
SMILES	Cav32 inh
COc1cc(OC)cc(OCC(O)Cn2cnc(-c3ccccc3)c2)c1 (stereo not given)	-2.3
CCCc1nnc2n1N=C(c1ccc(OC)c(OC)c1)CS2	-0.057
O=C(CSc1nnc(-c2ccccn2)n1Cc1ccco1)c1ccccc1	-0.33
CC(=O)N1SC(N)=NC1c1ccccc1 (stereo not given)	0.47
Cc1ccc(C2NNC(=O)C2NC(=O)c2ccccc2)cc1 (stereo not given)	0.31
Cc1ccc2cc(C(c3nnnn3C3CCCC3)N(Cc3ccccc3)Cc3ccco3)c(=O)[nH]c2c1 (stereo not given)	-2.6
O=C(O)CSc1nc(-c2ccccc2)nc2c1oc1ccccc12	-0.97
Cc1nnc(C)n1/N=C/c1ccc(-c2ccccc2)cc1	1.2

Look-ups from above.
O=C(CSc1nnc(-c2ccccn2)n1Cc1ccco1)c1ccccc1 | Cav32 inh: -0.33
Cc1ccc(C2NNC(=O)C2NC(=O)c2ccccc2)cc1 (stereo not given) | Cav32 inh: 0.31
CCCc1nnc2n1N=C(c1ccc(OC)c(OC)c1)CS2 | Cav32 inh: -0.057

Other structures.
SMILES	Cav32 inh
COc1ccc(NC(=S)N2CCN(C/C=C/c3ccccc3)CC2)cc1OC	-1.3
CC(C#N)Sc1ncnc2sc3c(c12)CCC3 (stereo not given)	-0.64
CCCCn1nc2cc(C(=O)NCCc3ccc(C)cc3)ccc2c1OCC	-0.26
COc1ccc(NC(=O)CSc2ncnc3c2cnn3Cc2ccccc2)cc1OC	-0.027
CCC1(C)OC(=O)N(CCCn2ccnc2C)C1(C)O (stereo not given)	-0.23
Cn1cc(C(N)=O)c2ccccc21	0.26
C[N+](C)(C)CCOC(=O)C1(c2ccccc2)CCCC1	0.21

3 structures from above, arranged by number of heavy atoms, lowest first:
SMILES	Cav32 inh
CC(C#N)Sc1ncnc2sc3c(c12)CCC3 (stereo not given)	-0.64
C[N+](C)(C)CCOC(=O)C1(c2ccccc2)CCCC1	0.21
COc1ccc(NC(=S)N2CCN(C/C=C/c3ccccc3)CC2)cc1OC	-1.3

Screens (PubChem)

An excerpt; the hit share may differ from the screen's.
